Source: PubChem
TcdB GH inh – TcdB glycohydrolase inhibitors, primary screen, biochemical, single point, plate reader; TcdB glycohydrolase enzymatic assay; AID 652162, 2013; inhibition, % at 9.99 µM; Toxin B (Clostridioides difficile), P18177; hit rate 0.24% among 350,000; in the data active = inhibition above about 10%
Target sequence (P18177 whole entry, looked up): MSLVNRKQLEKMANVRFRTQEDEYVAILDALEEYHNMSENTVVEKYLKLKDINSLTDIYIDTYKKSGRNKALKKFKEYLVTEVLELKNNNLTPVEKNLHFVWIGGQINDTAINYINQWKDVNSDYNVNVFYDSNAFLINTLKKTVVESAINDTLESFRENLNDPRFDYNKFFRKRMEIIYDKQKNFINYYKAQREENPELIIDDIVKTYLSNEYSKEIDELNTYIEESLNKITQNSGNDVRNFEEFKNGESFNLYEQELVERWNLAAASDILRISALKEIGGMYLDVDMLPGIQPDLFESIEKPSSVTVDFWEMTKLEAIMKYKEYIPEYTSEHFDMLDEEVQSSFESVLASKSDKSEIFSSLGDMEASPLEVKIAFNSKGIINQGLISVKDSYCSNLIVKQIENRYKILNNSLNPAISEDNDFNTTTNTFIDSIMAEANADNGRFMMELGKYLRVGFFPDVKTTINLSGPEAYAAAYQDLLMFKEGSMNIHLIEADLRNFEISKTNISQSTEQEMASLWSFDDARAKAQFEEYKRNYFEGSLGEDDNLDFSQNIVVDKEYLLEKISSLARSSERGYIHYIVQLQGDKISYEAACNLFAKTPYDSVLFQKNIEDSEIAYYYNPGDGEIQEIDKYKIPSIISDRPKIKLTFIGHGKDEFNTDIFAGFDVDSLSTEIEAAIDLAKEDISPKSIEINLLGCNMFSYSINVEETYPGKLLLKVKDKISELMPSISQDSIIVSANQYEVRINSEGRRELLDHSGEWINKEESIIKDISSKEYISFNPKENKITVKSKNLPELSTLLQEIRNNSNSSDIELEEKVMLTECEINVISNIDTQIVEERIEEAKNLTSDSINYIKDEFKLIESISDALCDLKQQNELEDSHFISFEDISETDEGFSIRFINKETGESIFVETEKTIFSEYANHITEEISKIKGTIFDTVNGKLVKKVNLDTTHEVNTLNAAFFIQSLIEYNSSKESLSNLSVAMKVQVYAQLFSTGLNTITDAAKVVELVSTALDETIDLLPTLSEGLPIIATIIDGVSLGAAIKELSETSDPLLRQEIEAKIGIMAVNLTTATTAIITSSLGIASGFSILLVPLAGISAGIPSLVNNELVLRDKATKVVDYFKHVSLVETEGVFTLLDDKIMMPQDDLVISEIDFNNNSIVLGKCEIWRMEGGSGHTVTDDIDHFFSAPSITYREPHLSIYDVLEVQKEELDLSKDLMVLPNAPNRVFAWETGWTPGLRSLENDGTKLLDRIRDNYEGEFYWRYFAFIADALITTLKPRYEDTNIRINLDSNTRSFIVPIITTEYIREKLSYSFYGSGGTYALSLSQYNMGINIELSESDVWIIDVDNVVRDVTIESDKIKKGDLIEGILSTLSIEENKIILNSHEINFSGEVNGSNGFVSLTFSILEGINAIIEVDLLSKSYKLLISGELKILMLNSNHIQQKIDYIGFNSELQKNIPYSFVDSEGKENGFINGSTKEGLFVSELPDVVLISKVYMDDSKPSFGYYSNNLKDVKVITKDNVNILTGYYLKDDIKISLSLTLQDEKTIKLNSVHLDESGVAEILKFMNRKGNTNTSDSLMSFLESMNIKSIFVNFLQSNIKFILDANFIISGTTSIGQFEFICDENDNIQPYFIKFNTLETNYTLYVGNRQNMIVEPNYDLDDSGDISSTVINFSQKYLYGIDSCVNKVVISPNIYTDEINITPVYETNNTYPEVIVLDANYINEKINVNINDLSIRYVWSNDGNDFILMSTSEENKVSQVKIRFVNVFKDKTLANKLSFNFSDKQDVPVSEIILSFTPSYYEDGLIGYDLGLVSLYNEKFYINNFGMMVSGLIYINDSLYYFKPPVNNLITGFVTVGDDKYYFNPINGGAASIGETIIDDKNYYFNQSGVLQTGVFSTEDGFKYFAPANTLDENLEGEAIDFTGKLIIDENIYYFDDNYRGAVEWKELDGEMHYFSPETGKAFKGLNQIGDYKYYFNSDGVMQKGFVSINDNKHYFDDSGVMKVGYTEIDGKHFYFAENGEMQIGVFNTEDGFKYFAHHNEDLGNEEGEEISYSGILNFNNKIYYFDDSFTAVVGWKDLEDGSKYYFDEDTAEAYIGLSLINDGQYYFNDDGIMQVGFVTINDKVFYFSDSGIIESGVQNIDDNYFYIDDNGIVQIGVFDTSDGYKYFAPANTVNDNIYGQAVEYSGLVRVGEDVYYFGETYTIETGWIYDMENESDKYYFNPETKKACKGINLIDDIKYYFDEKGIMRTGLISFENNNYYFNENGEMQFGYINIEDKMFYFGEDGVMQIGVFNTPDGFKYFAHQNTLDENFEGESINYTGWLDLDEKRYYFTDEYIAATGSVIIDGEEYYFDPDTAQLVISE
BH1578 lux ind – inducers of Vibrio cholerae quorum light production without autoinducers, primary screen, BH1578 luxS cqsA deficient, single point | V. cholerae BH1578 lux reporter, luminescence, 6 h | activation, % at 18.7 µM | hit rate 0.16% among 350,000; in the data active = activation mostly above about 9.7%, no sharp cut-off; inconclusive = no clear call, values can overlap the other calls; inactive = mostly below about 3.7%; note: not every result past the cut was called active; inactives centre near 0; reference of the scale not given here
PfHsp40 rescue – rescue of yeast from PfHsp40 toxicity, primary screen, S. cerevisiae, ATP luminescence | hit rate 0.68% among 340,000 | AID 504582, 2011 | S. cerevisiae expressing PfHsp40, growth rescue | growth rescue, % at 12.5 µM; in the data active = growth rescue above about 28%, passing the limit was not always enough; inconclusive = no clear call, values can overlap the other calls;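 note: yeast W303a lacking pdr1 and pdr3 grown in galactose medium; growth measured after three days at 30 °C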
GDH-TPI counter – GDH-TPI coupling enzyme inhibitors, primary screen, artefact control for M. tuberculosis FBA inhibitor project, biochemical, absorbance, full deck. GDH-TPI coupled enzyme counterscreen, NADH absorbance. inhibition, % at 4.8 µM. hit rate 1.2% among 360,000. AID 588335, 2011; in the data active = inhibition above about 30%;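 note: 0% = DMSO wells and 100% = wells lacking the enzyme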
Mtb FBA inh – Mtb FBA enzyme inhibitors, primary screen, biochemical, fluorescence, strain H37Rv | Fructose-bisphosphate aldolase (Mycobacterium tuberculosis (strain ATCC 25618 / H37Rv)), … | purified M. tuberculosis FBA, fluorescence read-out | inhibition, % at 1 µM | hit rate 2.3% among 360,000; in the data active = inhibition above about 27%;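 note: 0% = vehicle and 100% = reference inhibitor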
Mtb BioA inh – M. tuberculosis BioA enzyme inhibitors, primary screen, biochemical, plate reader, single point, HTS; hit rate 0.096% among 360,000; inhibition, % at 9.99 µM; purified M. tuberculosis BioA enzyme; 7,8-diaminopelargonic acid synthase BioA (Mycobacterium tuberculosis); in the data active = inhibition above about 40%; inconclusive = no clear call, values can overlap the other calls
FadD28 binding – inhibitors of FadD28 bisubstrate probe binding, primary screen, biochemical, fluorescence polarization, single point; inhibition, % at 12.5 µM; hit rate 0.22% among 360,000; in the data active = inhibition above about 8.5%, passing the limit was not always enough; inconclusive = no clear call, values can overlap the other calls
Y pestis TopoI – Yersinia pestis topoisomerase I inhibitors, primary screen, biochemical, cleavage product accumulation, plate reader, single point; Y. pestis Topo-I cleavage product accumulation; hit rate 0.064% among 360,000; AID 504884, 2011; activity, % at 10 µM; in the data active = activity above about 50%, passing the limit was not always enough; inconclusive = no clear call, values can overlap the other calls; note: inactives centre near 2
UGM FP inh – M. tuberculosis UGM enzyme inhibitors, primary screen, biochemical, fluorescence polarization, single point. UDP-galactopyranose mutase (Mycobacterium tuberculosis (strain ATCC 25618 / H37Rv)), …. purified UGM, fluorescence polarization probe displacement. inhibition, % at 10 µM. hit rate 0.06% among 320,000. AID 504406, 2011; in the data active = inhibition above about 10%, passing the limit was not always enough; inconclusive = no clear call, values can overlap the other calls
Numbers without * were called inactive; i = inactive; ? = inconclusive; nt = not tested or not shown.

SMILES	TcdB GH inh	BH1578 lux ind	PfHsp40 rescue	GDH-TPI counter	Mtb FBA inh	Mtb BioA inh	FadD28 binding	Y pestis TopoI	UGM FP inh
O=C(NCc1cc2ccccc2[nH]1)C1CCC(=O)N(CC2CCCCC2)C1 (centres undefined)	-0.3	0.8	nt	-9.7	1.2	0.6	-4.3	3.2	nt
CC1(c2ccccc2)CCC(=O)NC1 (centres undefined)	0.8	-8.3	0.5	1.3	0.1	0.3	-2.4	4.5	nt
Cc1ccc(C(=O)NCC(=O)OCC(=O)NC2CCS(=O)(=O)C2)cc1C (centres undefined)	0.3	-0.2	-0.9	2.0	-0.9	nt	0.0	3.7	-0.7
Cc1onc(-c2ccccc2)c1C(=O)Nc1nc2c(s1)C(=O)CC(C)(C)C2	nt	-0.2	-1.0	13.7	7.2	nt	-4.4	-7.0	-0.8
CCCN(CC(=O)Nc1ccccc1C)C(=O)c1ccc(C(=O)c2ccccc2)cc1	0.0	3.1	-0.8	-7.3	3.6	3.2	-0.2	-0.5	3.2
COc1ccc(N(CC(=O)N2CCN(c3ccccc3)CC2)S(=O)(=O)c2ccc(C)cc2)cc1	-1.0	-0.3	-1.0	-9.1	-0.2	-1.2	-2.7	4.0	-1.8
c1ccc(C2CCC(N3CCNCC3)CC2)cc1 (centres undefined)	-0.2	-0.3	-2.0	-1.1	-2.0	nt	-2.3	1.8	0.5
Cc1cccc(NC(=O)C2CCN(S(=O)(=O)c3ccc4c(c3)NC(=O)CO4)CC2)c1	0.3	i	1.7	10.3	0.3	2.5	-0.3	-2.9	0.3
CC(=O)Nc1cccc(C(=O)OCC(=O)Nc2c(C)nn(-c3ccccc3)c2C)c1	1.3	i	-0.5	-5.2	4.4	1.1	-3.1	-5.4	-2.8
COc1ccccc1N1CCN(C(c2ccc(N(C)C)cc2)c2nnnn2CCc2ccccc2)CC1 (centres undefined)	nt	-1.4	1.0	1.5	5.4	-2.1	0.9	1.9	-0.7
CCOc1ccccc1N=C1SCCCN1C	nt	-0.4	-0.1	-8.3	-2.3	nt	0.3	-3.8	1.4
O=C(CCC(=O)N(CC(=O)NC1CCCC1)C1CCCC1)Nc1ccccn1	nt	i	0.2	-0.4	3.0	-1.8	-0.5	-1.2	-0.5
COC(=O)C1=C(c2ccc(OCc3ccccc3)cc2)C[C@@H]2CC[C@H]1N2C(=O)NCCN1CCOCC1	-0.2	1.2	?	12.9	2.8	-0.4	-1.2	19.5	2.9
O=C(COc1ccccc1Cl)NCc1ccco1	nt	i	0.5	7.5	2.3	-0.1	0.7	6.5	-1.3
O=C(Cc1ccc(Cl)cc1)Nc1cccnc1Cl	0.6	-5.3	nt	-1.3	-1.6	0.3	-4.3	6.6	nt
O=C(Nc1nc(-c2ccccc2)cs1)C1c2ccccc2Oc2ccccc21	nt	nt	-0.7	4.0	-2.8	-0.4	-0.3	-8.0	-0.3
CCNC(=S)NC1CC2CCC(C1)N2Cc1ccccc1 (centres undefined)	nt	-0.5	-1.5	7.3	2.6	-0.3	-1.0	6.6	-1.6
CC(=O)c1ccc(N2CCN(S(=O)(=O)c3c(C)[nH]c(C)c3C(=O)N3CCCCC3)CC2)cc1	0.3	-0.5	0.3	34.5*	1.4	-1.2	0.7	7.6	3.0
O=C(O)c1ccc(CNS(=O)(=O)c2ccc(Oc3ccccc3Cl)cc2)cc1	0.8	-0.3	-1.1	5.4	-0.9	0.4	-1.2	14.4	-0.8
CCc1ccc(NC(=O)c2noc3c2CCC3)cc1	nt	i	-2.7	16.5	-0.9	-4.6	-0.1	-7.5	-0.5
C=CCNC(=S)N/N=C/c1ccc(-c2cccc([N+](=O)[O-])c2)o1	2.0	i	-0.2	24.7	-6.9	nt	-3.4	-4.4	2.6
O=C(CN1CCCCC1)Nc1cccc(Br)c1	nt	nt	4.7	-4.4	5.8	3.5	-2.0	7.8	-0.6
COc1ccccc1CCNC(=O)C(=O)NCC1OCCCN1S(=O)(=O)c1ccc(F)cc1C (centres undefined)	1.5	-0.4	-0.3	-6.5	2.0	-1.0	-2.0	10.2	-3.9
CSc1ccc(CNc2ccc(C)c(C)c2)cc1	0.5	-0.4	3.1	5.7	-2.1	-1.2	-2.9	18.4	-0.1
C/C(=N/NS(=O)(=O)c1cc(C)ccc1C)c1c[nH]c2ccccc12	0.0	i	2.0	12.3	12.3	-1.7	-0.8	-20.1	2.6
CN1CCN(S(=O)(=O)c2cccc(C(=O)N(Cc3nnc(-c4ccccc4Cl)o3)C3CC3)c2)CC1	0.2	i	2.8	-5.3	0.3	0.8	-4.8	9.7	-0.4
O=C(OCC(=O)N1CCC(Cc2ccccc2)CC1)c1ccc(CO)cc1	0.8	i	0.6	-10.0	1.2	-0.8	-2.9	19.4	-0.4
COc1ccc(OC)c(NC(=O)CCCSc2ccccc2)c1	1.3	i	-0.9	5.9	-1.2	-1.6	1.2	7.5	0.2
Cc1cc(C)cc(NC(=S)NC(=O)C2CC2)c1	1.6	0.1	2.1	8.2	-1.1	0.4	-1.8	13.1	-2.8
NC(=O)c1nsc(C(=O)N(Cc2ccco2)C(C(=O)NCC2CCCO2)c2ccc(O)cc2)c1N (centres undefined)	2.9	-0.4	-0.1	-3.0	4.2	nt	-3.5	1.4	0.2
O=C1C2C3c4ccccc4C(c4ccccc43)[C@@H]2C(=O)N1c1cccnc1 (some centres undefined)	-0.3	-0.2	-0.4	-5.6	1.4	nt	-0.8	14.0	-2.4
O=C(N/N=C/c1cccc([N+](=O)[O-])c1)c1cnccn1	nt	-1.4	-0.9	15.5	0.9	8.3	1.9	-7.6	0.2
CCN(CC)CCN(Cc1cc2cc(C)cc(C)c2[nH]c1=O)C(=S)NCc1ccco1	0.3	3.3	0.0	9.0	3.7	nt	-3.0	1.1	-4.5
COC(=O)c1c(NC(=O)CC2NCCNC2=O)sc2c1CCCC2 (centres undefined)	nt	-0.3	-0.8	0.3	0.0	1.6	-5.2	6.5	-3.0
CC1CC(C)CN(C(=O)C2CCC(CNc3c(N4CCCCC4)c(=O)c3=O)CC2)C1 (centres undefined)	1.2	-2.1	53.1*	4.9	-4.7	nt	-3.6	6.4	-1.9
CCC(c1nnc(SCC(=O)N(C)c2ccccc2)n1Cc1ccccc1)N(C)C (centres undefined)	0.2	3.1	1.7	0.0	-1.7	0.5	-2.4	-3.1	0.8
O=C(CC1SC(N2CCCCC2)=NC1=O)Nc1cccc(C(=O)NCc2ccccc2)c1 (centres undefined)	0.7	i	0.4	-0.4	-1.3	-0.8	-2.9	18.2	-0.7
CCCN(C(=O)CSc1n[nH]c(-c2ccc(OC)cc2)n1)c1c(N)n(Cc2ccccc2)c(=O)[nH]c1=O	0.2	-0.9	-1.7	5.5	1.6	-1.6	-2.0	9.2	-3.1
CC(C)CN1Cc2cc(-c3ccccc3)ccc2-n2nncc2C1	-0.9	nt	nt	nt	31.1*	-1.0	-5.2	nt	nt
O=C(O)C1C2C=CC(C2)C1C(=O)N1CCc2ccccc21 (centres undefined)	nt	-0.3	2.7	-12.2	-0.8	nt	-4.2	-6.1	-0.3
Cc1cccc(NC(=O)c2cc(=O)c3ccccc3o2)n1	nt	nt	1.1	9.3	1.2	-0.7	-0.2	4.2	-1.5
O=C(COc1ccccc1F)Nc1c2c(nn1-c1ccccc1)CS(=O)(=O)C2	-0.8	i	0.5	-2.4	-1.4	0.4	-3.3	-5.0	-1.4
CCN(CC)CCNC(=O)C1(O)c2cc(Br)ccc2NC(=O)N1c1ccccc1 (centres undefined)	0.2	-1.0	-0.7	5.5	0.3	-2.5	0.4	6.2	0.3
O=C(NC1=NCCS1)c1csc2ccccc12	nt	1.0	49.5*	10.6	2.4	-0.6	-0.5	-0.3	2.6
Cc1ccc(Nc2nc(=O)[nH]nc2C)cc1	nt	-2.8	-0.6	6.1	3.6	0.5	-2.5	6.6	0.3
O=C(C1CCC(=O)N(C2CC2)C1)N1CCC(Oc2cccc(F)c2)CC1 (centres undefined)	-0.1	i	-1.5	2.8	3.1	0.1	-1.3	1.0	-0.4
CCCOc1ccccc1NS(=O)(=O)c1ccc2[nH]c(=O)[nH]c2c1	0.9	-0.5	0.0	-9.3	1.7	-0.6	-4.5	-4.9	-3.7
COc1ccccc1C(=O)Nc1c(C(=O)N2CCN(C)CC2)oc2ccccc12	-1.6	i	1.7	11.6	6.9	0.3	-2.9	8.2	2.4
O=C(CCc1nnc(CCc2ccccc2)o1)NC(c1cccnc1)C(F)(F)F (centres undefined)	1.5	-0.1	0.8	11.1	-4.9	-0.4	0.5	-8.4	0.5
CC(=C/C(=O)O)/C(=C\c1ccc(Br)o1)C(=O)O	0.8	-0.7	-1.0	3.9	1.7	nt	-1.3	2.6	-0.8
O=C(N1CCOCC1)N1CCN(Cc2ccccc2)CC1	-0.2	i	1.2	5.8	1.0	0.2	-2.9	3.2	3.6
Cc1cc(NC(=O)COc2ccccc2C#N)no1	1.7	2.8	-0.1	6.2	1.2	-0.9	-0.7	1.4	-1.8
O=C(/C=C/c1cccc(OCc2ccccc2)c1)c1cccnc1	0.5	-0.3	-1.1	-2.0	-1.2	nt	-3.3	5.9	-0.9

Sorted by SMILES length (lowest first): some entries from above
SMILES	TcdB GH inh	BH1578 lux ind	PfHsp40 rescue	GDH-TPI counter	Mtb FBA inh	Mtb BioA inh	FadD28 binding	Y pestis TopoI	UGM FP inh
Cc1ccc(Nc2nc(=O)[nH]nc2C)cc1	nt	-2.8	-0.6	6.1	3.6	0.5	-2.5	6.6	0.3
O=C(C1CCC(=O)N(C2CC2)C1)N1CCC(Oc2cccc(F)c2)CC1 (centres undefined)	-0.1	i	-1.5	2.8	3.1	0.1	-1.3	1.0	-0.4
O=C(COc1ccccc1F)Nc1c2c(nn1-c1ccccc1)CS(=O)(=O)C2	-0.8	i	0.5	-2.4	-1.4	0.4	-3.3	-5.0	-1.4

Random draw from the library; any-hit rate near 4.6%.
